TR SRC2 fluor cs – alters Texas Red total fluorescence, flagging assay interference; TRb/SRC2 Texas Red total fluorescence interference; Potency, µM (top dose mostly 106 µM), for the others: at the highest dose fluorescence change, negative = quenching; 280,000 tested, 0.29% active; AID 1479; active = well fitted curve in either direction with a large enough effect; inconclusive = small, poorly fitted or top-dose-only effect; note: % is set by controls: 0 for no effect and ±100 for the full control effect
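Human TRb ligand-binding domain at 0.6 uM with 20 nM Texas Red SRC2 peptide in Tris buffer containing 1 uM T3 and 5% DMSO, incubated with compound 5 h at ambient temperature. Total fluorescence (555/632 nm) calculated as parallel + 2 × perpendicular.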
RECQ1 inh – RECQ1 (human) helicase inhibition | P46063 | RECQ1 DNA unwinding, red fluorescence kinetic read | Potency, µM (series often up to 57.3 µM), inactives show at the top dose activity, negative = inhibition, actives largely listed as inhibitors | 240,000 tested, 0.54% active | AID 2549;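 note: plate controls were vehicle for no effect and no enzyme for full effect; nearly all actives have a fitted effect of over 30% in size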
Target sequence (P46063 whole entry, looked up): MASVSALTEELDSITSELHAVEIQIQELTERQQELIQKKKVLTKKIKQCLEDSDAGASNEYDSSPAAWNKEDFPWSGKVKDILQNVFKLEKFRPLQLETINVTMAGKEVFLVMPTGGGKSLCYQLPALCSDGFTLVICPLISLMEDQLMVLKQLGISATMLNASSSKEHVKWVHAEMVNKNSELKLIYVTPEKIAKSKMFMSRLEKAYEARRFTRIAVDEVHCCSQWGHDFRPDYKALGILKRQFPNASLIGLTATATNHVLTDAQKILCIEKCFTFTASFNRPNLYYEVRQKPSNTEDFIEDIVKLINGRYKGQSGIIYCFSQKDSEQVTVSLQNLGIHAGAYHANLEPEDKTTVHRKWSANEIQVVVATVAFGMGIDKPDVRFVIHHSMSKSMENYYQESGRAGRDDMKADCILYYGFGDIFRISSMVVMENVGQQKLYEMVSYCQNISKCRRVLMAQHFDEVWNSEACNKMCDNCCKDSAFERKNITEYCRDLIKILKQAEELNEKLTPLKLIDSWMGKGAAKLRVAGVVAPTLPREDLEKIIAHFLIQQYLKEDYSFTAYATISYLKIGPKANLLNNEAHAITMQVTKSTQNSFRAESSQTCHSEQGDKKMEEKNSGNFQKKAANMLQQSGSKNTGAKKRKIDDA
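RECQ1T1 50 nM; forked duplex (20 bp + 30-nt ss tails) 200 nM, ATP 2 mM final; pH 8.0, 2 mM MgCl2, 2.5 ug/ml poly(dI-dC); 15 min compound preincubation; discontinuous kinetic read over 2 h at RT.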
HTT ATP protect – Huntington cell model cytoprotection by ATP luminescence; 230,000 tested, 0.14% active; Potency, µM (titrated, usually from 56.4 µM), inactives show cytoprotection (ATP increase), most hits filed as activators; PC12 HTT-Q103 induced, cytoprotection, ATP luminescence, 40 h;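 note: % of control where 0% means no effect; nearly all actives have a fitted effect of over 45% in size; toxic huntingtin expression switched on by the ecdysone agonist tebufenozide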
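PC12 cells with ecdysone-inducible HTT exon 1 Q103-GFP, induced with 100 nM tebufenozide and co-treated with library compounds in a dose series (1536-well, 1500 cells/well). Cytoprotection read as ATP content by ATPlite luminescence.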
Tau fluor counter – counter-screen for tau fibril formation inhibitors; tau K18 P301L Alexa594 fluorescence, heparin fibrillization; Potency, µM (highest dose often 57.7 µM), inactives show top-dose activity change, negative = decrease; 280,000 tested, 0.93% active; note: % is set by controls: 0 for no effect and ±100 for the full control effect; nearly all actives have a fitted effect of over 55% in size
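Human tau K18 P301L (15 uM unlabeled, 0.24 uM Alexa 594-labeled) in 100 mM sodium acetate pH 7 with 20 uM heparin, 6 hr at 37 C. ThT 30 uM added, 1 hr ambient; Alexa 594 FP and total fluorescence read at 555/632 nm.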
TRb-SRC2 inh – TRbeta-SRC2 interaction inhibition; P10828; Potency, µM (doses to about 106 µM), for the others: at the top dose activity change, negative = inhibition, usual class: inhibitors; TRbeta-SRC2 peptide binding, fluorescence polarization; receptor liganded with 1 µM T3; 280,000 tested, 0.065% active;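 note: plate controls were bound peptide for no effect and peptide without receptor for full effect; nearly all actives have a fitted effect of over 50% in size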
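TRb LBD 0.6 uM + Texas Red SRC2 peptide 20 nM, 1 uM T3, Tris buffer w/ 5% DMSO; compound pinned, 5 h RT; FP read ex 555/em 632; normalized to unbound and bound controls.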
L3MBTL1 inh – blocks human L3MBTL1; Q9Y468; AlphaScreen L3MBTL1–H3K9me1 peptide binding; Potency, µM (doses to about 57.1 µM), for the others: top-dose activity, negative = inhibition, hits mostly inhibitors; 230,000 tested, 0.66% active; AID 485360; note: % is set by controls: 0 for no effect and ±100 for the full control effect; nearly all actives have a fitted effect of over 60% in size
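L3MBTL1 (50 nM) pre-complexed 30 min with biotinylated H3(1-15)K9me1 peptide (75 nM), then compounds added for 30 min at room temperature; AlphaScreen streptavidin donor/nickel chelate acceptor beads (10 ug/mL final) read after 30 min dark incubation.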
Tau FP inhib – inhibitors of human tau fibril formation. K18 P301L tau heparin fibrillization, Alexa594 FP, 6 h. 280,000 tested, 0.39% active. Potency, µM (top dose mostly 57.7 µM), for the others: at the top dose activity, negative = inhibition, actives largely listed as inhibitors. AID 1468; note: % is set by controls: 0 for no effect and ±100 for the full control effect; nearly all actives have a fitted effect of over 55% in size
Target sequence (P10636 561-689 P618L limits assumed): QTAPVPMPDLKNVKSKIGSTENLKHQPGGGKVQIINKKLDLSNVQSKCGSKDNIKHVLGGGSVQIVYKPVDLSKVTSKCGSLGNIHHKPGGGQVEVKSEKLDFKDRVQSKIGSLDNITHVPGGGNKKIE
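Steps: dispense K18 P301L tau (15 uM plus 0.24 uM Alexa 594 tracer, final) in pH 7 sodium acetate; add compound; add heparin (20 uM final); incubate 6 hr, 37 C; add ThT (30 uM final); after 1 hr ambient, read FP.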
Tau fibril ThT – inhibitors of human tau fibril formation, thioflavin T binding; Potency, µM (series often up to 57.4 µM), for inactives: top-dose activity, negative = inhibition, most hits filed as inhibitors; AID 1460; recombinant tau K18 P301L, heparin-induced fibrillization, ThT fluorescence; P10636; 270,000 tested, 2.1% active; note: % is set by controls: 0 for no effect and ±100 for the full control effect; nearly all actives have a fitted effect of over 55% in size
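ThT emission at 510 nm, taken 1 hr after adding 30 uM dye, quantifies aggregates formed when 20 uM heparin acts on human tau K18 P301L for 6 hr at 37 C.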
An asterisk follows results filed as active; i = inactive; ? = inconclusive; · = no result given; & = joins results of further samples; [ ] = another dose, or the depositor's remark. Unless noted, calls come from the whole dose curve; as a rule, active = well fitted curve in the direction sought with a large enough effect; inconclusive = small, poorly fitted or top-dose-only effect, or another doubt; inactive = no such curve, though single readings can be large; an effect the other way counts as inactive or inconclusive. Potency is the fitted concentration of half-maximal effect. Not all compounds are listed; the hit share may differ from the screen's.

SMILES	TR SRC2 fluor cs	RECQ1 inh	HTT ATP protect	Tau fluor counter	TRb-SRC2 inh	L3MBTL1 inh	Tau FP inhib	Tau fibril ThT
Nc1cc(CN2C(=O)c3ccccc3C2=O)cc(Cl)c1O	-7%	-3%	3%[10 µM]	-10%	-10%	-4%	-1%	-10%
Cc1ccc(-c2nc(N)n(S(C)(=O)=O)n2)cc1	-5%	-13%	-5%	5%	-5%	·	-7%	1%
CC1CN(S(=O)(=O)c2cccc(C(=O)NCCCn3ccnc3)c2)CC(C)O1 (centres undefined)	-2%	-14%	-4%	3%	-9%	·	0%	1%
COC(=O)CSc1nc(-c2cccs2)ccc1C#N	-3%	-7%	17%	-19%	1%	4%	0%	?
O=C1C2C3C=CC([C@@H]2C(=O)N1Cc1cccnc1)C31CC1 (some centres undefined)	1%	-5%	-15%	3%	-14%	3%	-2%	4%
O=C(Cc1cccs1)NC1C(=O)N2C(C(=O)[O-])=C(C[n+]3ccccc3)CSC12 (centres undefined)	2%	?	-11%	-24%	8%	·	?	16µM*
Nc1cc(C2CCCC2)nn1-c1ccccc1	2%	3%	-33%	-5%	-6%	-9%	0%	-3%
Cc1ccc(C2C(C(=O)c3sc(C)nc3C)=C(O)C(=O)N2CCN(C)C)o1 (centres undefined)	7%	-3%	4%[10 µM]	-9%	-23%	-1%	14%	?
CC(=O)Nc1ccc(NC(=O)c2cc(C)nn2-c2ccccc2)cc1	1%	-5%	16%[10 µM]	-2%	-7%	1%	3%	-14%
CSCC[C@H](NC(=O)Nc1ccc(Oc2ccccc2)cc1)C(=O)O	-1%	i	-1%[10 µM]	3%	2%	-10%	4%	2%
CC(=O)NS(=O)(=O)c1ccc(NC(=O)CCC2CCCC2)cc1	-1%	0%	-10%	4%	4%	10%	8%	-1%
COCCNC(=O)c1ccccc1NC(=O)c1ccc(Cl)c(S(=O)(=O)Nc2ccc(C)cc2C)c1	1%	i	-6%[10 µM]	?	-10%	-7%	?	-4%
O=C(Cn1nnc(-c2ccc(Cl)cc2)n1)NCc1ccc(F)cc1	-4%	·	·	1%	-1%	·	5%	5%
N#CC1=C(N)Oc2cc(N)ccc2C1C1CCCCC1 (centres undefined)	-3%	-18%	-27%	?	-1%	-2%	15%	-15%
COC(=O)C(=C/C=C/N1CCOCC1)C(=O)OC	-1%	?	4%[10 µM]	0%	2%	5%	4%	-2%
COc1ccc(N2Cc3cccc(C(=O)N4CCOCC4)c3C2=O)cc1	0%	-9%	0%	-9%	-1%	·	3%	-15%
CCN(CC)CCNC(=O)C1c2cc(OC)c(OC)cc2C(=O)N(C)C1c1cccs1 (centres undefined)	-3%	-4%	-6%	-8%	5%	·	-7%	-4%
CCCN1C(=O)C(NC(=O)c2ccccc2OC)(C(F)(F)F)C(C(=O)OC)=C1C (centres undefined)	6%	·	·	-12%	9%	·	-2%	6%
COc1ccc(CCNC(=O)Cn2cc(C(=O)c3ccc(Cl)cc3)c(=O)c3ccc(C)nc32)cc1OC	-4%	·	·	-15%	2%	·	-5%	?
CCOc1ccc(-n2c(CCC(=O)O)ccc2-c2ccc(Br)cc2)cc1	0%	·	·	-15%	-2%	·	0%	?

Retrieved one by one from the entries so far:
SMILES	TR SRC2 fluor cs	RECQ1 inh	HTT ATP protect	Tau fluor counter	TRb-SRC2 inh	L3MBTL1 inh	Tau FP inhib	Tau fibril ThT
N#CC1=C(N)Oc2cc(N)ccc2C1C1CCCCC1 (centres undefined)	-3%	-18%	-27%	?	-1%	-2%	15%	-15%
CC(=O)Nc1ccc(NC(=O)c2cc(C)nn2-c2ccccc2)cc1	1%	-5%	16%[10 µM]	-2%	-7%	1%	3%	-14%

Another view of part of the listing above:
Values in the order – TR SRC2 fluor cs	RECQ1 inh	HTT ATP protect	Tau fluor counter	TRb-SRC2 inh	L3MBTL1 inh	Tau FP inhib	Tau fibril ThT
- N#CC1=C(N)Oc2cc(N)ccc2C1C1CCCCC1 (centres undefined)
→ -3%	-18%	-27%	?	-1%	-2%	15%	-15%
- Nc1cc(C2CCCC2)nn1-c1ccccc1
→ 2%	3%	-33%	-5%	-6%	-9%	0%	-3%
- COc1ccc(N2Cc3cccc(C(=O)N4CCOCC4)c3C2=O)cc1
→ 0%	-9%	0%	-9%	-1%	·	3%	-15%
- O=C(Cc1cccs1)NC1C(=O)N2C(C(=O)[O-])=C(C[n+]3ccccc3)CSC12 (centres undefined)
→ 2%	?	-11%	-24%	8%	·	?	16µM*

(cont.)
SMILES	TR SRC2 fluor cs	RECQ1 inh	HTT ATP protect	Tau fluor counter	TRb-SRC2 inh	L3MBTL1 inh	Tau FP inhib	Tau fibril ThT
CCOC(=O)N1CCN(C(=O)CSc2nc3c(cnn3-c3ccc(Cl)cc3)c(=O)[nH]2)CC1	-1%	0%	-8%	-8%	-5%	?	-6%	-2%
Cn1c(=O)c2c(nc(NCc3ccc4c(c3)OCO4)n2Cc2ccc(F)cc2)n(C)c1=O	-4%	-1%	-66%[inhibitor]	?	-6%	-2%[11.4 µM]	?	?
COc1ccccc1C1CC(c2ccc(Br)cc2)=NN1C(=O)c1cccnc1 (centres undefined)	10%	1%	-13%[1.9 µM]	11%	3%	-14%	6%	12%
Cc1ccc(CNc2ccc(O)cc2)cc1	23%	-11%	-2%[10 µM]	?	28µM*	25µM*	8.9µM*	3.5µM*
O=C(CCn1c(=O)c2cccn2c2ccccc21)Nc1ccc(F)cc1	4%	·	·	-14%	5%	·	1%	-13%
C#CCOCCOCCOCCNc1nc(N2CCN(C(=O)Cn3cc(CC(C)O)nn3)CC2)nc(N2CCN(C(=O)[C@H](C)n3cc(CCCN=C(N)N)nn3)CC2)n1 (some centres undefined)	0%	4%	·	-9%	-2%	7%	-7%	-7%
COc1ccc(Cl)cc1NC(=S)N(Cc1cccnc1)Cc1ccco1	-2%	-12%	10%[10 µM]	-16%	0%	11%	-10%	-10%
Cc1ccccc1OCCCCc1c(C)n[nH]c1C	0%	?	-1%	-18%	-6%	-6%	-2%	?
C=CCN(CC(=O)NC1CCS(=O)(=O)C1)S(=O)(=O)c1ccccc1C(F)(F)F (centres undefined)	-2%	-1%	1%	-3%	-4%	6%	-4%	-3%
O=c1/c(=C\c2ccc(F)cc2)sc2n1CCCN=2	-1%	-17%	-32%[inhibitor]	1%	0%	-6%	11%	-12%
CC(C)Nc1nc(NC(N)=S)nc(NC(C)(C)C)n1	0%[53 µM]	7%	-5%[10 µM]	-2%	8%[53 µM]	-11%	0%	0%
COc1ccccc1CNc1nc2nc(C)c(C)c(=O)n2[nH]1	0%	2%	-3%[10 µM]	5%	11%	6%	-2%	6%
CCOc1cccc(CNCCNC(=O)c2nonc2N)c1	?	i	-1%	-3%&6%	2%&-17%	5%	-5%&0%	0%&-6%
O=C(Nc1cc(=O)c2ccccc2o1)N1CCCCC1	-2%	-15%	-120%[inhibitor]	-1%	0%	3%	7%	-9%
COc1ccc2nc(SCc3ccccc3)nc(C)c2c1	0%	-19%	-7%[10 µM]	-22%	9%	114%[activator]	1%	?
O=[N+]([O-])c1ccc(OCc2nnc(-c3ccccc3)o2)cc1	-1%	-10%	-24%	-1%	8%	2%	4%	-14%
Cc1cccc(OCc2nc(C#N)c(NCCN(C)C)o2)c1	1%	-5%	-2%[10 µM]	-7%	15%	10%	-3%	?
COc1ccc(/C=C2\SC(=S)N(CC3CCCO3)C2=O)cc1 (centres undefined)	-4%	-16%	17%[10 µM]	-27%	2%	-3%	-10%	?
Cc1ccc(-c2c(C)n3c4c(=O)n(C)c(=O)n(C)c4nc3n2CCCO)cc1	-5%	·	·	-16%	1%	·	-7%	-9%
COC(=O)CSc1nnc(-c2ccc(S(=O)(=O)N3CCCCC3)cc2)o1	-2%	-1%	-2%	-12%	-4%	·	-6%	-6%
O=C(N/N=C/c1ccncc1)c1nn(Cc2ccccc2)c(=O)c2ccccc12	3%	i	-19%	-13%	2%	7%	-12%	-6%

Sorted by number of heavy atoms (ascending): part of the list above
SMILES	TR SRC2 fluor cs	RECQ1 inh	HTT ATP protect	Tau fluor counter	TRb-SRC2 inh	L3MBTL1 inh	Tau FP inhib	Tau fibril ThT
COc1ccccc1CNc1nc2nc(C)c(C)c(=O)n2[nH]1	0%	2%	-3%[10 µM]	5%	11%	6%	-2%	6%
COc1ccc(Cl)cc1NC(=S)N(Cc1cccnc1)Cc1ccco1	-2%	-12%	10%[10 µM]	-16%	0%	11%	-10%	-10%
Cc1ccc(-c2c(C)n3c4c(=O)n(C)c(=O)n(C)c4nc3n2CCCO)cc1	-5%	·	·	-16%	1%	·	-7%	-9%

Screening data from PubChem.
